Screens from PubChem.
EphB4 ephrin blk – EphB4-ephrin-B2 interaction antagonists, primary screen, biochemical, TNYL-RAW peptide probe, fluorescence polarization | Ephrin type-B receptor 4 (Homo sapiens), P54760 | inhibition, % at 7 µM | hit rate 0.15% among 97,000 | EphB4 LBD / TNYL-RAW-Alexa532 peptide;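 active = inhibition above the screen-wide mean inhibition plus 3 SD, cut at about 15% in these data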;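 also: 0% = DMSO wells and 100% = excess unlabeled TNYL-RAW peptide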
CYP2C9 inhib – blockers of cytochrome P450 2C9 activity – biochemical, luminescence, ADME assay, primary screen; inhibition, % at 5 µM; P11712; AID 777, 2007; CYP2C9 Supersomes, luciferin-H conversion; hit rate 20% among 96,000;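 active = blocking of liver enzyme CYP2C9 beyond about 50% at 5 µM, limit read from the data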; also: values of inactives mirror those of a sister screen read the other way
Target sequence (P11712 whole entry, looked up): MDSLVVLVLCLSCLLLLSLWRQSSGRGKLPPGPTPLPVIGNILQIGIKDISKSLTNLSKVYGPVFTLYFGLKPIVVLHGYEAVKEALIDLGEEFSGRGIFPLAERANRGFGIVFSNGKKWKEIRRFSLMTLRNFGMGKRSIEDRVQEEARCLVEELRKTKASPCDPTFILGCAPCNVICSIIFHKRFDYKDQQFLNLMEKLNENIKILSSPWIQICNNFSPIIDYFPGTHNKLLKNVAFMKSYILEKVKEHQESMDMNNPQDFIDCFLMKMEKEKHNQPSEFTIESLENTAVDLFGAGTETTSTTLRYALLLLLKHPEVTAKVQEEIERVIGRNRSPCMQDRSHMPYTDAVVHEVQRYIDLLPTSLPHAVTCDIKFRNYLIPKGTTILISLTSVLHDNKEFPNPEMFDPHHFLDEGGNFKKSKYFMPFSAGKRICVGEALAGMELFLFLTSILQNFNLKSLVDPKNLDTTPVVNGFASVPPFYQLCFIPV
PLK1 kinase inh – human PLK1 kinase inhibitors, primary screen, biochemical, TR-FRET; AID 619, 2007; recombinant PLK1 kinase, TR-FRET peptide phosphorylation; hit rate 0.53% among 97,000; inhibition, % at 10 µM; Serine/threonine-protein kinase PLK1 (Homo sapiens), P53350;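 active = inhibition of 50% or more in the single-concentration screen; inactive = inhibition below 50%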;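 also: 0% = DMSO max control and 100% = H-89 dihydrochloride min control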
PTPN22 act – LYP phosphatase activators, primary screen, biochemical, DiFMUP fluorescence, 2 µM | Tyrosine-protein phosphatase non-receptor type 22 (Homo sapiens), Q9Y2R2 | recombinant LYP; 0 = plate median, 100 = signal doubled | activation, % at 2 µM | hit rate 0.11% among 96,000;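 active = activation at 2 µM above a set limit, the mean plus 5 SD, cut at about 37% in these data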
PLK1 PBD inh – Plk1 polo box domain binding inhibitors, primary screen, biochemical, fluorescence polarization | Serine/threonine-protein kinase PLK1 (Homo sapiens), P53350 | Plk1 PBD phosphopeptide binding | inhibition, %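 (tested at about 20 µM)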 | hit rate 0.13% among 97,000 | AID 693, 2007; in the data active = inhibition above about 34%, passing the limit was not always enough
PTPN22 inh 2 – PTPN22 phosphatase inhibitors, primary screen, biochemical, DiFMUP fluorescence, 2 µM | inhibition, % at 2 µM | recombinant LYP catalytic domain | hit rate 0.21% among 96,000 | Tyrosine-protein phosphatase non-receptor type 22 (Homo sapiens), Q9Y2R2;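 active = inhibition at 2 µM at or above a set limit, the screen mean plus 3 SD, cut at about 24% in these data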;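 also: 0% = DMSO with enzyme and 100% = enzyme fully blocked by orthovanadate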
Candida biofilm – clotrimazole potentiators killing Candida biofilms, primary screen, with clotrimazole, Alamar Blue. AID 834, 2007. inhibition, % at 6 µM. C. albicans biofilm + clotrimazole. hit rate 0.14% among 85,000;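 active = inhibition above 20%; inactive = inhibition below 20%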;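 also: preformed 24 hr biofilms exposed to compound for 48 hr; 0% = biofilm without compound and 100% = blank killed by clotrimazole plus chlorhexidine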
Rev-RRE block – HIV-1 Rev-RRE binding inhibitors, primary screen, biochemical, FRET, protein-RNA interaction; Rev peptide-RRE RNA binding; AID 704, 2007; hit rate 0.79% among 97,000; inhibition, % at 8 µM;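 active = inhibition above the screen-wide mean plus 3 SD, cut at about 35% in these data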;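 also: 0% = median DMSO wells and 100% = median Neomycin B control wells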
Target sequence (P05866 whole entry, looked up): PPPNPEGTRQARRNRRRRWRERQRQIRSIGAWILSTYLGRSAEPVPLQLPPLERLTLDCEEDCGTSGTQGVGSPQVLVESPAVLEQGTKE
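Material: labelled RRE RNA duplex and labelled Rev peptide / Buffer or medium: HEPES pH 7.5 salt buffer with EDTA / Compound dosing: single point, 8 µM final nominal compound concentration / Benchmarks: DMSO low control, neomycin B high control / Timing: 5 min preincubation and 15 min binding, 25 °C / Technique: FRET fluorescence readout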
CYP2C9 act – human CYP2C9 activators, primary screen, biochemical, luminescence; Cytochrome P450 2C9 (Homo sapiens), P11712; recombinant CYP2C9, luciferin-H conversion; hits give high values; factor 1 = untreated enzyme, 0 = blocked; activation factor at 5 µM; hit rate 1.4% among 96,000;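 active = activation factor of 2 or more for CYP2C9 at a 5 µM dose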;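 also: 0 = sulfaphenazole-blocked wells and 1 = vehicle-only wells; values of inactives mirror those of a sister screen read the other way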
* hit, by the source's call; . = not tested or not shown.

structure	EphB4 ephrin blk	CYP2C9 inhib	PLK1 kinase inh	PTPN22 act	PLK1 PBD inh	PTPN22 inh 2	Candida biofilm	Rev-RRE block	CYP2C9 act
Cc1nc2nc(-c3ccc(Cl)cc3)[nH]n2c(=O)c1Cc1ccccc1	2	6	-11	5	-11	-1	3	5	0.9
CC1CCN(C(=S)c2ccccc2O)CC1	-3	29	-8	-4	-3	2	5	2	0.7
NC(=O)COC(=O)c1ccc(S(=O)(=O)N2CCCCCC2)cc1	4	27	0	-6	-7	8	10	4	0.7
C=C(C)COc1ccc(-c2[nH]ncc2Oc2ccccc2OCC)c(O)c1	4	100*	0	-3	13	2	3	20	0
Cc1ccc(-c2nc(Nc3ccccc3)n[nH]2)cc1	-4	27	-11	7	-11	-8	6	6	0.7
O=C1NC(c2ccccc2)C(C(=O)c2cccs2)=C1O (stereo not drawn)	-5	0	-16	-4	8	2	1	7	1
CC1=NN(C(=O)c2ccc(C)cc2)C(O)(C(F)(F)OC(F)(F)F)C1 (stereo not drawn)	2	13	-10	-7	-28	9	.	3	0.9
O=C(NCc1ccco1)c1sc2cccc(F)c2c1Cl	-3	-27	-9	-11	-12	10	5	8	1.3
COc1ccc(CC(=O)Nc2ccc3c(c2)CCC3)cc1OC	5	-35	-12	7	-7	-7	.	5	1.3
COc1ccc2nc(NC(=O)c3cc(S(=O)(=O)N4CCOCC4)ccc3C)sc2c1	-3	12	-11	1	-13	0	4	5	0.9

2 of these compounds, reformatted.
Values run as follows: EphB4 ephrin blk | CYP2C9 inhib | PLK1 kinase inh | PTPN22 act | PLK1 PBD inh | PTPN22 inh 2 | Candida biofilm | Rev-RRE block | CYP2C9 act
> CC1CCN(C(=S)c2ccccc2O)CC1
→ -3 | 29 | -8 | -4 | -3 | 2 | 5 | 2 | 0.7
> NC(=O)COC(=O)c1ccc(S(=O)(=O)N2CCCCCC2)cc1
→ 4 | 27 | 0 | -6 | -7 | 8 | 10 | 4 | 0.7

The list continues:
structure	EphB4 ephrin blk	CYP2C9 inhib	PLK1 kinase inh	PTPN22 act	PLK1 PBD inh	PTPN22 inh 2	Candida biofilm	Rev-RRE block	CYP2C9 act
O=C(NCCc1ccccc1)C1CCN(S(=O)(=O)c2cccc3nonc23)CC1	6	-128	-35	4	18	-2	-1	7	2.3*
COC(=O)c1c(N)c(C#N)c2n1CCCCC2	2	6	-10	7	-3	-8	-4	8	0.9
COc1ccc(-c2cc(C(F)(F)F)n3ncc(C(=O)NCc4ccco4)c3n2)cc1	0	54*	-10	2	5	-3	5	0	0.5
O=C(OCn1nnc2ccccc2c1=O)C1CCCCC1	2	53*	-3	4	6	-4	3	6	0.5
CCC(C)n1c(-c2cc(OC)c(OC)c(OC)c2)nc2nc3ccccc3nc21 (stereo not drawn)	1	95*	-10	-10	15	14	.	2	0
COCCNC(=O)c1ccccc1NC(=O)c1ccccc1N(C)S(=O)(=O)c1ccc(C)cc1	-1	95*	-11	1	18	2	.	6	0.1
COc1ccc2c(CC(=O)NCc3ccc4c(c3)OCO4)coc2c1	-8	89*	-4	-1	-4	-1	2	-1	0.1
CCCCC1CCC(C(=O)NCc2ccc3c(c2)OCO3)CC1 (stereo not drawn)	-7	39	-16	-4	-4	4	6	2	0.6
COc1ccccc1/C=C/C=N/n1c(COc2ccccc2)n[nH]c1=S	4	7	-5	-19	-3	21	.	0	0.9
N#CC12CCCCC1CC1CCCCC1(C#N)N2CCO (stereo not drawn)	1	-5	-6	5	22	-2	3	1	1
Cc1ccc(-c2cc3nc(-c4ccccc4)cc(N4CCC5(CC4)OCCO5)n3n2)cc1	-2	.	-9	-5	-8	5	2	30	.
CNc1cc(N2CCCCCC2)ccc1[N+](=O)[O-]	0	47	-11	-2	-1	6	.	4	0.5
CCOC(=O)c1c(CN2CCN(C)CC2)oc2ccc(O)cc12	-7	-28	-3	-2	-3	2	6	6	1.3
CN(C)C(=O)N1CCN(C(=O)c2ccco2)CC1	-6	1	-22	8	-6	-11	0	4	1
CCOC(=O)N1CCN(C2OC(=O)c3ccccc32)CC1 (stereo not drawn)	3	0	-12	-4	-18	5	5	6	1
CCC(=O)N1CCN=C1SCc1ccccc1Cl	-2	-48	-8	21	-19	-26	7	-3	1.5
Cc1cc(C)n(CC(O)CN2c3ccccc3Sc3ccccc32)n1 (stereo not drawn)	3	33	-13	3	-35	-3	8	-5	0.7
CC(C)(C)C(=O)Cn1c(NCCCO)nc2ccccc21	9	0	-2	-4	11	3	9	9	1
COc1ccc2c(c1)cc1n2CCN=C1NCCO	-3	-1	-11	-6	-5	8	4	-2	1
Cc1ccc2c(c1)N(C(=O)NC1CCCCC1)C(C)(C)CC2C (stereo not drawn)	-7	33	-8	-5	-3	8	3	2	0.7
O=C(COc1ccc(F)cc1)c1ccc2c(c1)CCCC2	-2	.	-8	-4	-1	6	.	19	.
CC(=O)Nc1ccc(Cc2ccncc2)cc1	1	87*	-6	-2	9	0	6	4	0.1
O=C(O)c1cccc(NC(=O)C2CC(=O)N(Cc3ccccc3)C2)c1 (stereo not drawn)	-8	6	0	-1	-12	-1	8	-1	0.9
CCOC(=O)C1=C(C)N=c2s/c(=C/c3ccco3)c(=O)n2C1c1cccc(OC)c1 (stereo not drawn)	1	35	-8	-14	-4	14	.	15	0.6
O=C(c1cnn2c(C(F)(F)F)cc(-c3ccccc3)nc12)N1CCCc2ccccc21	6	15	-8	3	-4	0	1	12	0.8
Cc1cc(N2C(=O)CCC2=O)ccc1NC(=O)c1cccs1	3	-6	-10	-6	5	8	2	0	1.1
O=C(CCC(=O)c1cccs1)OCC(=O)N1CCN(C(=O)c2ccco2)CC1	8	12	-15	0	30	-1	5	8	0.9
Cn1c(=O)c(Oc2cc(Cl)cc(Cl)c2)nc2ccccc21	6	2	-22	19	-5	-16	.	1	1
CC(C)(CO)NC(=O)C(c1ccccc1)c1ccccc1	-4	-72	-5	4	12	-10	0	-1	1.7
CCCCSCc1ccc(C(=O)O)o1	1	.	-14	10	-1	-14	0	2	.
c1ccc(COc2ccc(CNn3cnnc3)cc2)cc1	-7	24	-11	9	1	-14	4	0	0.8
CCc1cc2cc(C(=O)N3CCN(c4ccccc4)CC3)sc2s1	-3	63*	-3	-16	-3	17	5	9	0.4
CCCc1nc2oc3c(OCC)ncnc3c2c2c1COC(C)(C)C2	2	-5	-4	-1	2	4	2	1	1.1
COc1ccc(N(CC(=O)NCCC2=CCCCC2)S(C)(=O)=O)cc1OC	-10	-36	7	-12	13	13	5	5	1.4
Cn1c(CCNC(=O)c2ccco2)nc2cc(NS(=O)(=O)c3ccccc3)ccc21	6	56*	-5	-8	0	7	7	4	0.4
Nc1nnc(SCCN2C(=O)c3ccccc3S2(=O)=O)s1	-5	0	-9	8	-29	-14	8	8	1
Fc1ccc(C(c2nnnn2C2CCCC2)N(Cc2ccco2)CC2CCCO2)cc1 (stereo not drawn)	-2	13	-3	-4	-1	6	1	8	0.9
CCN1C(=O)CC(N2CCN(c3ccc(OC)cc3)CC2)C1=O (stereo not drawn)	1	-16	6	-4	-11	3	2	9	1.2
COc1ccc(CNC(=O)COC(=O)c2c(-c3c(F)cccc3Cl)noc2C)cc1OC	-4	56*	-9	15	-22	-15	4	2	0.4
O=C(NCc1ccco1)c1ccc2c(c1)C(=O)N(C1CCCCC1)C2=O	-4	40	-11	9	-7	-6	10	2	0.6
CN1C2C=C3C(C#N)=C(N)C(C#N)(C#N)C(c4ccc(Br)cc4)C3C1CC2 (stereo not drawn)	2	.	-3	-8	27	9	5	7	.
Cc1c(NC(=O)CN2CC(C)OC(C)C2)c(=O)n(-c2ccccc2)n1C (stereo not drawn)	-1	-6	3	10	10	-14	0	2	1.1
Cc1cc(C(F)F)n2nc(C(=O)Nc3cc(C)on3)nc2n1	6	26	0	2	-11	0	.	9	0.7
O=C(CSc1ncc(-c2ccccc2)[nH]1)Nc1cccc(O)c1	5	21	8	2	-11	0	.	9	0.8
CS(=O)(=O)N(Cc1ccccc1)c1ccc(C(=O)Nc2cccnc2)cc1	-3	.	-11	8	21	-8	6	1	.
CC1(C)Cc2c(C#N)c(NCCCO)nc(-c3ccccc3)c2CO1	-4	61*	67*	.	-5	.	-3	4	0.4
CC(=O)C1=C(NC(=O)c2ccccc2F)C[C@@H]2[C@H]1C2(C)C	-2	11	2	-4	-2	0	3	12	0.9
CCCN(CCC)C(=O)c1c(C)[nH]c(C(=O)OCC)c1C	-3	11	-5	1	-16	-2	-2	0	0.9
Cn1c(CCNC(=O)c2ccccc2F)nnc1SCc1nc2ccccc2c(=O)[nH]1	5	64*	-8	-7	-15	6	7	2	0.4
CCc1cc2cc3c(cc2nc1SCC(=O)Nc1cc(C)on1)OCO3	-5	-23	-11	10	1	-13	4	-3	1.2
CO/N=C/c1ccc(N2CCN(C(=O)c3ccc(Cl)cc3Cl)CC2)c([N+](=O)[O-])c1	-3	30	-9	13	-17	-9	.	4	0.7
Cc1ccc(C(=O)NCc2ccco2)cc1S(=O)(=O)N1CCOCC1	6	4	-12	-6	-9	6	-6	2	1
O=c1[nH]ncc(NCCCO)c1Cl	5	.	-3	-7	15	2	6	3	.
